FLuc inh = inhibitors of firefly luciferase. P08659. purified firefly luciferase, luminescence, 8 min. Potency, µM (titrated, usually from 57.1 µM), for inactives: top-dose activity change, negative = inhibition, most hits filed as inhibitors. hit rate 2.2% among 72,000. AID 411; also: potency is read from the fitted curve at half-maximal effect; % is scaled to controls: 0 for no effect and ±100 for the full control effect; nearly all actives have a fitted effect of over 40% in size
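qHTS concentration-response profiling: light output of P. pyralis luciferase with luciferin and 10 uM ATP, imidazole buffer pH 7.2. Read by luminescence after 8-min room-temperature incubation.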
ERK AVP inh = vasopressin-driven ERK pathway inhibition. Potency, µM (top dose mostly 57.5 µM), for inactives: top-dose activity, negative = inhibition, most hits filed as inhibitors. hit rate 0.99% among 72,000. AID 995. HEK293-V1b, vasopressin-stimulated pERK AlphaScreen; also: potency is read from the fitted curve at half-maximal effect; % is scaled to controls: 0 for no effect and ±100 for the full control effect; nearly all actives have a fitted effect of over 55% in size
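qHTS, compounds titrated on V1b-expressing HEK293 cells. Preincubation 30 min at 37C, vasopressin 25 nM for 5 min, lysis 10 min, bead incubation 5 hr at room temperature.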
Fluorescein autfl = compound fluoresces in the fluorescein spectral region; AID 593; Compound autofluorescence, 480/540 nm, fluorescein-equivalent; active compounds read high; max fluorescein-equivalent concentration, M; hit rate 0.91% among 59,000; in the data active = max fluorescein-equivalent concentration above about 10 nM; inconclusive = between about 1.1 nM and that limit
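Fluorescein stocks ranging 3 mM down to 300 nM, plus DMSO blanks, were pinned alongside compounds to build a per-plate standard curve. Buffer: 100 mM Tris, pH 8.0. Incubation 15 min, room temperature; filters 480/540 nm.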
4-MU autofl = compounds fluorescent in 4-MU spectral region | compound autofluorescence, 340/450 nm, 4-MU equivalents; active compounds read high | max dye-equivalent concentration, M | hit rate 11% among 59,000 | AID 589; in the data active = max dye-equivalent concentration above about 10 nM; inconclusive = mostly about 1.1 nM to 9.6 nM
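Compounds in 100 mM Tris, pH 8.0, sat 15 min at room temperature before fluorescence was read at 340 nm excitation/450 nm emission; a per-plate six-point 4-MU standard curve converted signals to dye-equivalent concentration at each compound concentration.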
A350 fluor = compounds fluorescent in Alexa 350 spectral region; Compound autofluorescence, 340/450 nm, Alexa 350 dye-equivalents; active compounds read high; max dye-equivalent concentration, M; hit rate 11% among 59,000; in the data active = max dye-equivalent concentration above about 10 nM; inconclusive = mostly about 1.1 nM to 9.6 nM
Casp1 inh = caspase-1 (human) inhibition, allosteric or competitive; P29466; Caspase-1 enzyme, Ac-WEHD-AFC fluorogenic rate; Potency, µM (highest dose often 57.5 µM), for inactives: top-dose activity change, negative = inhibition, usual class: inhibitors; hit rate 0.03% among 75,000;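 also: potency is read from the fitted curve at half-maximal effect; plate controls were vehicle for no effect and no substrate for full effect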
HEK293 cAMP cs = counter-screen for TSHR agonists: cAMP increase in parental HEK293 | parental HEK293 CNG cAMP sensor, membrane potential fluorescence | Potency, µM (doses to about 57.1 µM), for inactives: top-dose activation, hits mostly activators | hit rate 2.5% among 73,000 | AID 938; also: potency is read from the fitted curve at half-maximal effect; % of control where 0% means no effect; nearly all actives have a fitted effect of over 55% in size
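Parental HEK 293 cells stably expressing a modified CNG channel (no TSHR) report cAMP rise as membrane depolarization. Membrane potential dye with 100 uM RO 20-1724 was loaded for 60 min at room temperature, then compound added for 30 min; fluorescence read at 590 nm.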
Tau filament bind = binds recombinant human tau filaments; P10636; recombinant tau filaments, thioflavin S fluorescence, 15 h; filaments grown with octadecylsulfate alongside compound; Potency, µM (highest dose often 57.1 µM), without a hit: at the highest dose activity change, negative = inhibition; hit rate 2% among 71,000;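 also: potency is read from the fitted curve at half-maximal effect; % is scaled to controls: 0 for no effect and ±100 for the full control effect; actives lower thioflavin S fluorescence by blocking filaments or displacing dye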
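ThS-based fibril read: tau 1 uM final, inducer ODS 30 uM final, 37 C for 15 h, ex 450/em 510 nm.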
Rhodamine autofl = compound fluoresces in the rhodamine spectral region | Rhodamine-region fluorescence, 547/598 nm, Tris buffer; active compounds read high | max dye-equivalent concentration, M | hit rate 0.05% among 59,000 | AID 594; in the data active = max dye-equivalent concentration above about 11 nM; inconclusive = between about 1.1 nM and that limit
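Compounds in 100 mM Tris buffer, pH 8.0, were incubated 15 min at room temperature, then read at 547 nm excitation and 598 nm emission. Fluorescence was normalized against a per-plate six-point rhodamine standard curve as dye-equivalent concentration.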
TexasRed autofl = Texas Red region autofluorescence | Compound fluorescence, Texas Red channel, 547/618 nm; active compounds read high | max dye-equivalent concentration, M | hit rate 0.06% among 59,000; in the data active = max dye-equivalent concentration above about 10 nM; inconclusive = between about 1.1 nM and that limit
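Compound titrations in 100 mM Tris pH 8.0 were incubated 15 min at room temperature and read at 547 nm excitation / 618 nm emission. Texas Red six-point standard curve on each plate converted fluorescence to dye-equivalent concentration.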
Caspase-7 inhib = blocks human caspase-7 allosterically or competitively; P55210; recombinant caspase-7, Ac-DEVD-AFC fluorescence rate; Potency, µM (highest dose often 57.5 µM), without a hit: at the highest dose activity change, negative = inhibition, usual class: inhibitors; hit rate 0.02% among 75,000; active = well fitted inhibition curve with a large enough effect in the main read-out, with a control signal flat, not every such curve was filed as active; inconclusive = small, poorly fitted or top-dose-only effect, or a change in a side signal; also: potency is read from the fitted curve at half-maximal effect; % of control where 0% means no effect
* = called active by the depositor; i = inactive; u = inconclusive; x = not tested or not shown; & = joins results of further samples; [ ] = remark or other dose. Unless noted, calls follow the shape of the dose curve; as a rule, active = well fitted curve in the direction sought with a large enough effect; inconclusive = small, poorly fitted or top-dose-only effect, or another doubt; inactive = no such curve, though single readings can be large; an effect the other way counts as inactive or inconclusive.

1: COc1ccc(Nc2oc(COc3ccccc3F)nc2C#N)cc1
2: COC(=O)[C@@H]1O[C@@H](c2c(OC)c(OC)c(C)c(OC)c2OC)[C@H](C)[C@@H](O)[C@@H]1C
3: CCOC(=O)c1cc2occc2n1CC(=O)N1CCN(C(=O)c2ccco2)CC1
4: Cn1c(SCC(=O)N2CCOCC2)nnc1-c1ccc(Cl)cc1Cl
5: COC(=O)/C=c1/sc2nc3ccccc3n2c1=O
Assay by compound	1	2	3	4	5
FLuc inh	-12%	-1%[11.4 µM]	1%	2%[25.5 µM]	-5%
ERK AVP inh	-12%	25%[11.5 µM]	-3%	x	u
Fluorescein autfl	x	x	u	u	i
4-MU autofl	x	x	i	i	i
A350 fluor	x	x	i	i	i
Casp1 inh	0%	0%[11.5 µM]	-2%	x	3%
HEK293 cAMP cs	17%	-7%[11.4 µM]	0%	x	-2%
Tau filament bind	-25%	x	16%	x	5%
Rhodamine autofl	x	x	i	i	i
TexasRed autofl	x	x	u	i	u
Caspase-7 inhib	-2%	0%[11.5 µM]	4%	x	1%

6: CCCCCCCCCCCCOCC1CO1 (stereo not given)
7: CCC(Sc1nc2ccccc2s1)C(=O)Nc1nnc(C)s1 (stereo not given)
8: CC(/C=C/C=C(C)/C=C/C(=O)O)=C\C=C\C=C(C)\C=C\C=C(C)\C=C\C(=O)O
9: COc1cccc2cc(C(=O)N(C)C3CCN(C)CC3)c(=O)oc12
10: CCCCC/C=C/C=C/C=O
Assay by compound	6	7	8	9	10
FLuc inh	x	1%	x	-2%	x
ERK AVP inh	18%	u	-1%	-2%	3%
Fluorescein autfl	x	x	x	i	x
4-MU autofl	x	x	x	u	x
A350 fluor	x	x	x	u	x
Casp1 inh	-2%	-3%	-4%	0%	-1%
HEK293 cAMP cs	25%	20µM*	31%	3%	u
Tau filament bind	8%	16%	3.2µM*	2%	-8%
Rhodamine autofl	x	x	x	i	x
TexasRed autofl	x	x	x	i	x
Caspase-7 inhib	3%	0%	-7%	2%	3%

11: COCCOC(=O)C1=C(N)OC2=C(C(=O)CCC2)C1c1cccnc1 (stereo not given)
12: O=C(Cn1nnc(-c2ccc(Cl)cc2)n1)NC1CCN(Cc2ccccc2)CC1
13: O=C(CN1C(=O)c2ccccc2C1=O)NCc1ccccn1
14: O=C(Nc1ccc(F)cc1)c1cc(S(=O)(=O)N2CCCCC2)cs1
15: COc1cccc(NC(=O)c2ccncc2)c1
Assay by compound	11	12	13	14	15
FLuc inh	-1%	0%	2%[25.5 µM]	2%	-1%
ERK AVP inh	12%	10%	x	-11%	26%
Fluorescein autfl	i	i	u	x	x
4-MU autofl	1.3e-08M*	i	i	x	x
A350 fluor	1.4e-08M*	i	i	x	x
Casp1 inh	-1%	0%	x	0%	-1%
HEK293 cAMP cs	14%	13%	x	3%	17%
Tau filament bind	2%	-8%	x	-4%	-25%
Rhodamine autofl	i	i	i	x	x
TexasRed autofl	u	i	i	x	x
Caspase-7 inhib	-2%	2%	x	-1%	-1%

16: Cc1cc(C(=O)OCC(=O)N2CC(C)CC(C)C2)c(C)o1 (stereo not given)
17: CCOC(=O)Cc1csc(NC(=O)CN(C)S(=O)(=O)c2ccc3c(c2)CCC(=O)N3)n1
18: COc1ccccc1CN1C(=O)c2ccncc2C1=O
19: O=C(O)c1ccc(SSc2ccc(C(=O)O)cn2)nc1
20: O=C(NCc1ccc2c(c1)OCO2)c1c(F)c(F)c(F)c(F)c1F
Assay by compound	16	17	18	19	20
FLuc inh	0%	-4%	1%	-7%[11.4 µM]	3%
ERK AVP inh	17%	11%	-6%	1%[11.5 µM]	7%
Fluorescein autfl	u	x	i	u	u
4-MU autofl	i	x	i	i	i
A350 fluor	i	x	i	i	i
Casp1 inh	3%	0%	2%	-1%[11.5 µM]	0%
HEK293 cAMP cs	9%	5%	10%	0%[11.4 µM]	3%
Tau filament bind	7%	0%	-2%	5%[11.4 µM]	-1%
Rhodamine autofl	i	x	i	i	i
TexasRed autofl	i	x	i	i	i
Caspase-7 inhib	9%	-2%	0%	0%[11.5 µM]	1%

(further entries)
Each structure is followed by: FLuc inh, ERK AVP inh, Fluorescein autfl, 4-MU autofl, A350 fluor, Casp1 inh, HEK293 cAMP cs, Tau filament bind, Rhodamine autofl, TexasRed autofl, Caspase-7 inhib
(21) COC(=O)C/C=C\[C@@H](C)[C@@H](/C=N\O[C@@H](C)c1cn([C@H](CO)Cc2ccccc2)nn1)OC
    1%&1%[11.4 µM], 9%&12%[11.5 µM], x, x, x, -3%&1%[11.5 µM], 8%&7%[11.4 µM], x, x, x, 0%&3%[11.5 µM]
(22) O=C(NCCc1ccccc1)c1ccc(Br)o1
    -15%, 3%, x, x, x, 0%, 6%, -3%, x, x, -1%
(23) COCCn1c(C)cc(C(=O)CN2C(=O)NC3(CCCCCCC3)C2=O)c1C
    -16%, -2%, i, i, i, 1%, 3%, 4%, i, u, 0%
(24) COc1cccc(OCCSc2nnc3sc4ccccc4n23)c1
    -14%, 0%, i, i, i, 0%, 16µM*, 14%, i, i, -1%
(25) COc1ccc(N2CCN(S(=O)(=O)c3ccc(C(=O)NC4CCCC4)cc3)CC2)cc1
    1%, 3%, i, i, u, -1%, -6%, 12%, i, i, 0%
(26) CC1CCCC(C)N1CCCNC(=O)c1cc2c(=O)n(C)c3ccccc3c2n1C (stereo not given)
    1%, 26%, x, x, x, -3%, 4%, 190%, x, x, -2%
(27) COc1ccc(C)cc1S(=O)(=O)N(C)CC(N)=O
    1%, -5%, i, i, i, 1%, 12%, -7%, i, i, -1%
(28) COc1cc(C)c(S(=O)(=O)NC2CC(C)(C)NC(C)(C)C2)cc1C
    0%, 0%, i, i, i, 0%, 4%, -11%, i, i, 3%
(29) Cc1cc(NC(=O)Cc2cccs2)nn1CC(=O)NCc1ccco1
    -2%, -2%, i, i, i, -1%, u, -4%, i, i, -1%
(30) COc1ccccc1N1CCN(C(=O)c2cnn3cccnc23)CC1
    -1%, -14%, u, i, i, 1%, -2%, -5%, i, i, 0%
(31) CC(=O)Nc1nc(C)nc(-c2ccccc2)c1C(C)=O
    1%, -22%, i, i, i, -1%, -4%, -6%, i, i, 1%
(32) Cc1ccc(NC(=O)CSCC(=O)O)c(C)c1
    6%, 14%, i, i, u, 0%, -11%, 4%, i, i, -1%
(33) CCn1c(SCC(=O)c2ccccc2)nc2c(c1=O)SC(C)C2 (stereo not given)
    1%, 16%, u, i, i, -2%, u, 3%, i, i, -6%
(34) COCCN1C(=O)c2ccccc2C(C(=O)N2CCN(c3ccccn3)CC2)C1c1ccc(F)cc1 (stereo not given)
    4%, -3%, i, i, i, 3%, 22%, -4%, i, i, 1%
(35) Cc1nc2nc[nH]n2c(=O)c1CCC(C)C
    1%, 21%, u, i, i, 2%, 6%, 5%, i, i, 1%
(36) CC1Cn2c(nc3c2c(=O)[nH]c(=O)n3C)O1 (stereo not given)
    1%, -8%, i, i, i, -1%, 2%, 6%, i, u, 1%
(37) Clc1cc(Cl)c2nc(N3CCCC3)sc2c1
    -9%, -6%, u, i, i, 1%, 13%, 23%, i, u, -1%
(38) CCOC(=O)c1c(C)[nH]c(NC(=O)N2CCOCC2)c1C
    4%, -5%, i, i, i, -1%, -3%, -6%, i, i, -3%
(39) Cc1cc(C)nc(N2CCCC(C(=O)NC3CCCC3)C2)n1 (stereo not given)
    -1%, -3%, u, i, i, 2%, u, 3%, i, i, -1%
(40) O=C(NCCC1=CCCCC1)c1ccc(Br)o1
    -7%, u, u, i, i, 0%, u, -13%, i, i, 2%
(41) O=C(Nc1ccc(O)cc1)c1cc2n(n1)C(C(F)(F)F)CC(c1ccco1)N2 (stereo not given)
    -5%, -4%, i, i, i, 3%, 2%, -6%, i, i, -5%
(42) CCNS(=O)(=O)c1ccc(NC(=O)Nc2cccc(OC)c2)cc1
    u, u, i, i, i, -1%, -27%, -9%, i, i, 0%
(43) Cc1cc2ncn(CC(=O)O)c2cc1C
    0%[11.4 µM], 4%[11.5 µM], i, i, i, -2%[11.5 µM], 22%[11.4 µM], -6%[11.4 µM], i, i, -1%[11.5 µM]
(44) CN(C)C(=O)c1ccc(-c2cncnc2-n2ccnc2)cc1
    0%[2.29 µM], -1%, i, i, i, -2%, u, 4%, i, i, -3%
(45) COc1cccc(CNC(=O)CCCNS(=O)(=O)c2cccs2)c1
    3%, 25%, i, i, i, 3%, 1%, -19%, i, u, 0%
(46) CCCC(=O)NCCSC
    0%, 14%, x, x, x, -3%, 4%, 15%, x, x, 0%

Ordered by length of the SMILES (falling): part of the list above
Each structure is followed by: FLuc inh, ERK AVP inh, Fluorescein autfl, 4-MU autofl, A350 fluor, Casp1 inh, HEK293 cAMP cs, Tau filament bind, Rhodamine autofl, TexasRed autofl, Caspase-7 inhib
(41) O=C(Nc1ccc(O)cc1)c1cc2n(n1)C(C(F)(F)F)CC(c1ccco1)N2 (stereo not given)
    -5%, -4%, i, i, i, 3%, 2%, -6%, i, i, -5%
(45) COc1cccc(CNC(=O)CCCNS(=O)(=O)c2cccs2)c1
    3%, 25%, i, i, i, 3%, 1%, -19%, i, u, 0%
(40) O=C(NCCC1=CCCCC1)c1ccc(Br)o1
    -7%, u, u, i, i, 0%, u, -13%, i, i, 2%
(43) Cc1cc2ncn(CC(=O)O)c2cc1C
    0%[11.4 µM], 4%[11.5 µM], i, i, i, -2%[11.5 µM], 22%[11.4 µM], -6%[11.4 µM], i, i, -1%[11.5 µM]

Screening data (PubChem)

Some of the compounds tested, so the mix of outcomes need not match the whole.
